TDP1 inh: TDP1 (human) enzyme inhibition; AID 485290; Potency, µM (doses to about 130 µM), inactives show at the top dose activity change, negative = inhibition, usual class: inhibitors; recombinant TDP1, AlphaScreen DNA substrate cleavage; 350,000 tested, 0.28% active; Q9NUW8; note: nearly all actives have a fitted effect of over 40% in size
Target sequence (Q9NUW8 whole entry, looked up): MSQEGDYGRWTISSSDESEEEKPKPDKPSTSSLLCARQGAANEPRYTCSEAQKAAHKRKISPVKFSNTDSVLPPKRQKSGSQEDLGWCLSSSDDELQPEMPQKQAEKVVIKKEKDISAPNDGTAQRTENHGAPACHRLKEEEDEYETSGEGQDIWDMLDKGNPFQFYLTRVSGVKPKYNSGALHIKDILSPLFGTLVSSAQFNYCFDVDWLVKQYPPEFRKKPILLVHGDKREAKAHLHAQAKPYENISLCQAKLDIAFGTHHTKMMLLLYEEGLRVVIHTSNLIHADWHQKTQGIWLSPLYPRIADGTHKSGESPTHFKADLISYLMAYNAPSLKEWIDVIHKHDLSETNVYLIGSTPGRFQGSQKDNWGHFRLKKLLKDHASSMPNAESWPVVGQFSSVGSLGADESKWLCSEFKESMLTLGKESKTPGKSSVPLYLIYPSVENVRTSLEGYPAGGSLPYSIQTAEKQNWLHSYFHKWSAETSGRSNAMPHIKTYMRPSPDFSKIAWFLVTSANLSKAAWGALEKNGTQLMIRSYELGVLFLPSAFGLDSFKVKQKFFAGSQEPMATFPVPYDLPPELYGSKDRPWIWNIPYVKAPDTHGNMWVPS
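E. coli-derived human Tdp1, 1 nM final. Cpd preinc 15 min RT; substrate 15 nM final, 5 min RT; AS bead mix 10 ug/ml final, 10 min RT. Signal loss = tyrosine-FITC cleavage. No-enzyme wells = max signal.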
TDP1 cell CPT: growth inhibition of DT40 Tdp1-/-;hTDP1 cells with camptothecin (screen for TDP1 inhibitors); chicken DT40 Tdp1-/-;hTDP1 cells + 20 nM CPT, ATP luminescence, 48 h; Potency, µM (highest dose often 46.2 µM), for inactives: top-dose activity change, negative = growth inhibition, actives largely listed as inhibitors; 420,000 tested, 12% active; AID 686979; note: nearly all actives have a fitted effect of over 55% in size
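Chicken DT40 Tdp1-/- cells stably complemented with human TDP1 were seeded at 400 cells/well in medium containing 20 nM camptothecin, exposed to pin-transferred compounds, and grown at 37 °C for at least 48 hr. Viability was read as ATP luminescence.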
DT40 TDP1 no CPT: qHTS for Inhibitors of human tyrosyl-DNA phosphodiesterase 1 (TDP1): qHTS in cells in absence of CPT; DT40 Tdp1-/- hTDP1 cells, no CPT, ATP luminescence, 48 h; Potency, µM (doses to about 46.2 µM), inactives show top-dose activity change, negative = growth inhibition, most hits filed as inhibitors; 420,000 tested, 15% active; note: nearly all actives have a fitted effect of over 55% in size
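Growth of hTDP1-complemented DT40 Tdp1-knockout cells is measured by ATP luminescence after at least 48 hr compound exposure at 37 °C, with DMSO substituting for the 20 nM CPT used in the parallel screen.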
Numbers without * were called inactive; u = inconclusive; x = no result given; & = joins results of further samples; [ ] = dose if it differs, or a comment. Calls come from the whole dose curve; as a rule, active = well fitted curve in the direction sought with a large enough effect; inconclusive = small, poorly fitted or top-dose-only effect, or another doubt; inactive = no such curve, though single readings can be large; an effect the other way counts as inactive or inconclusive. % is set by controls: 0 for no effect and ±100 for the full control effect; potency is the fitted concentration of half-maximal effect. Not a hit list; any-hit rate near 18%.

structure,TDP1 inh,TDP1 cell CPT,DT40 TDP1 no CPT
Fc1cc2[nH]c(=S)[nH]c2cc1Cl,7.7%,5.3%,-5.0%
CCn1c(SCC(=O)c2ccccc2)nc2ccccc2c1=O,3.6%,1.4%,-11.0%
COc1ccc(CNC(=O)c2cc3cc(S(=O)(=O)N4CCCCC4)ccc3n2C)c(OC)c1,5.4%,-24.9%,u
CCOc1ccc(C(c2c(NC(=O)c3ccco3)sc(C)c2C)N2CCOCC2)cc1 (stereo not drawn),4.3%,23.1µM*,u
COc1ccccc1C(=O)NNC(=O)C1CCCO1 (stereo not drawn),x,-0.2%,-7.8%
CCn1cc(C(=O)O)c(=O)c2cnc(N3CCCC3)nc21,5.7%[56.1 µM],0.1%[21.1 µM],-9.6%[21.1 µM]
Cc1ccc([C@@H]2[C@@H]3C(=O)N(c4ccccc4)C(=O)[C@@H]3[C@]3(C)C(=O)N(Cc4ccc(-c5ccccc5)cc4)CC(=O)N23)o1,x,18.4µM*,u
COc1ccccc1C1CC(c2ccccc2)Nc2ncnn21 (stereo not drawn),6.1%,8.2µM*,23.1µM*
CCOc1ccc(CCNC(=O)CCS(=O)(=O)c2ccc(Br)cc2)cc1OCC,x,1.0%,-1.5%
O=C(NCc1ccco1)C1CCCN1C(=O)NCc1ccccc1 (stereo not drawn),1.0%,-13.6%,-7.3%
O=C(NCc1ccc2c(c1)OCO2)OCc1ccccc1,x,-5.4%,-19.0%
Cc1c(C(=O)N2CCN(Cc3ccc4c(c3)OCO4)CC2)sc2ncnc(N3CCN(c4ccccc4F)CC3)c12,2.9%,18.4µM*,8.2µM*
CCn1c(=O)n(CC)c2cc(N3CCCC3)c(NC(=O)c3cccc(C)c3)cc21,5.2%,20.6µM*,16.4µM*
O=C1OCCC1=COCCOC=C1CCOC1=O,x,9.8%,-3.5%
COc1ccc(C(C)=O)cc1CSc1nnc(-c2ccccc2O)n1-c1ccccc1,0.0%,u,u
Cc1cc2c(C)nc3ccccc3c2o1,5.5%,6.4%,-3.0%
CCN1CCN(c2oc(/C=C/c3ccccc3)nc2C#N)CC1,6.5%,-25.8%,-27.6%
N#Cc1cccc(NC(=O)CNc2cccc(S(=O)(=O)N3CCCCC3)c2)c1,x,u,u
O=C(Cn1ncc2c3ccccc3n(Cc3ccccc3)c2c1=O)NCCCN1CCCCC1,-2.5%,-17.0%,u
CC(=O)c1cccc(NC(=O)CN2C(=S)NC(C)(C)CC2C)c1 (stereo not drawn),1.2%,6.0%,-0.4%

4 of the compounds above, with values under each structure.
Every second line gives: TDP1 inh | TDP1 cell CPT | DT40 TDP1 no CPT
> O=C(Cn1ncc2c3ccccc3n(Cc3ccccc3)c2c1=O)NCCCN1CCCCC1
 : -2.5% | -17.0% | u
> Fc1cc2[nH]c(=S)[nH]c2cc1Cl
 : 7.7% | 5.3% | -5.0%
> COc1ccc(CNC(=O)c2cc3cc(S(=O)(=O)N4CCCCC4)ccc3n2C)c(OC)c1
 : 5.4% | -24.9% | u
> CCn1c(SCC(=O)c2ccccc2)nc2ccccc2c1=O
 : 3.6% | 1.4% | -11.0%

Continued.
structure,TDP1 inh,TDP1 cell CPT,DT40 TDP1 no CPT
Cc1ccccc1NC(=O)COC(=O)c1ccc(C)c(S(=O)(=O)N2CCCCC2)c1,x,u,u
CC(C)NCC(O)c1ccc2ccccc2c1 (stereo not drawn),6.1%,-0.5%&9.2%&-26.9%,-6.7%&-12.2%&-21.2%
CCCNC(=O)/C=C/c1ccc(C(C)C)cc1,2.6%,-18.9%,u
Nc1nc(NCc2ccco2)nc(NC2CCCCC2)c1[N+](=O)[O-],5.5%,0.6%,-15.3%
S=C1N(c2ccccc2)CN(C2CCCCC2)CN1c1ccccc1,5.9%,u,u
COc1cccc(CNC(=O)c2cccn2-c2nnc(N3CCCC3)s2)c1,7.9%,u,u
CC(=O)N1c2ccc(S(=O)(=O)N3CCCC3)cc2CC1C(=O)NCc1ccc(N(C)C)cc1 (stereo not drawn),5.1%,-27.1%,-0.2%
CNC(=S)N1CCC(Cc2ccccc2)CC1,4.6%,-1.4%,-3.1%
CCOC(=O)/C(C#N)=C/c1ccc(-c2ccccc2)o1,-0.4%[12.3 µM],-23.4%,u
CC(C)(C)Cc1nnc(NS(=O)(=O)c2ccc([N+](=O)[O-])cc2)s1,x,2.7%,-8.9%
CCOc1ccc(Nc2nc3ccccc3n3cnnc23)cc1,x,u,23.1µM*
Cc1ccc(S(=O)(=O)N(CC(=O)NCc2ccco2)Cc2ccc(F)cc2)cc1,5.9%,-15.4%,-19.2%
CC(C)CC(=O)N/C(N)=N/c1nc2ccccc2s1,2.2%,23.1µM*,u
O=C(NCc1ccc2c(c1)CCN2C(=O)c1ccccc1)c1cc2ccccc2[nH]1,2.5%,u,u
CCCOC(=O)c1cc2ccccc2oc1=O,2.9%,-2.0%,-15.6%
CN(C)c1ccc(/C=C/C(=O)c2cc(Cl)ccc2O)cc1,11.0%,u,u
c1ccc(-c2n[nH]c(-c3ccccn3)n2)nc1,11.4%,u,-19.4%&-14.9%
CC(C)CNC(=O)C1Nc2ccc(OC(F)(F)F)cc2C2C=CCC12 (stereo not drawn),x,u,13µM*
COc1cc(/C=C2/CCc3ccccc3C2=O)cc(OC)c1OC,1.4%,u,14.6µM*
Cc1ccc(N(CC(=O)NCc2ccc(F)cc2)C(=O)c2csnn2)cc1C,0.0%,u,-4.2%
COc1ccccc1CN1CCCC2(CCNCC2)C1,x,u,u
COc1ccc(C(=O)Nc2ccc(Br)cc2F)cc1S(=O)(=O)N1CCCC1,-0.4%,-11.8%,u
COc1cc2c(cc1NC(=O)C(C)Sc1nc3ccccc3n1C)oc1ccccc12 (stereo not drawn),0.0%,2.4%,-17.4%
CC(C)(C)CC(C)(C)NC(=S)N1CCN(Cc2ccc3c(c2)OCO3)CC1,-0.5%,-21.8%,-1.5%
O=C1CN(C(=O)COC(=O)[C@@H]2CC(O)CN2S(=O)(=O)c2ccc(Cl)cc2)c2ccccc2N1 (stereo partly drawn),-2.5%,-23.1%,-15.1%
S=Cc1ccc(/C=C/c2ccnc3ccccc23)cc1,x,u,u
O=C(O)CSc1cc(C(F)(F)F)nc(-c2ccccn2)n1,3.9%,-40.3%,1.1%
CCCN1C(=O)c2ccccc2NC1c1ccc(OC)c(COc2cccc(C)c2C)c1 (stereo not drawn),-0.1%,u,15.8µM*
CCCCCNCc1ccc(Cl)cc1,-2.3%,17.3%,-12.6%
CC1CC(C)CN(S(=O)(=O)N2CCCC(C(=O)NCCCN3CCCCC3C)C2)C1 (stereo not drawn),4.8%,-9.8%,7.1%
O=C(C1CC(=O)N(C2CCCC2)C1)N1CCN(c2ccccc2)CC1 (stereo not drawn),3.9%,-5.6%,-0.1%
CNC(=O)c1ccc(Oc2ccc(C(=O)NC)cc2)cc1,-2.0%,-25.0%,-0.7%
N#Cc1ccc(OCC(=O)N(C2CCCCC2)C2CCS(=O)(=O)C2)cc1 (stereo not drawn),0.7%,-5.8%,2.6%
O=S1(=O)N[C@@H](CC2=CCCCC2)C2CCCCC2O1 (stereo partly drawn),x,-5.7%,-46.3%
O=C(c1cc(-c2ccco2)nn1-c1cccc(Cl)c1)N1CCCCC1,-11.1%,16.4µM*,16.4µM*
N#Cc1cc2c(nc1SCC(N)=O)CCCCC2,-0.7%,u,u
CN(C(=O)COC(=O)c1n[nH]c(=O)c2ccccc12)c1ccccc1,-0.3%,28.6%,3.6%
CCCN(CCC)c1nc(-c2ccccn2)nc2ccccc12,x,1.3µM*,3.26µM*
CCCCCCc1nc(C(N)=O)c2[nH]c(=O)n(-c3ccc(OCC)cc3)c2n1,1.9%,u,u
Cc1ccc(CNC(=O)CCS(=O)(=O)c2ccc(Br)s2)cc1,4.9%,-18.7%,-11.2%
COc1ccc(NS(=O)(=O)c2cccc(-c3n[nH]c(=S)n3Cc3ccccc3)c2)cc1,6.0%,9.7%,u
CCN(CC)c1ccc2cc(-c3nc(-c4ccccc4F)no3)c(=O)oc2c1,-2.6%,-16.4%,u
CC(=O)N1c2ccccc2C(C)=CC1(C)C,5.0%,-18.4%,-17.5%
O=C(Cc1ccc(Cl)cc1)N/N=C/c1cccs1,0.0%,-3.1%,-0.7%
COc1ccc(NC(=O)COC(=O)c2ccc(S(=O)(=O)N(C)c3ccccc3OC)cc2)cc1OC,2.6%,-1.1%,-12.1%
CSc1ccccc1NC(=O)CN(C)C(=O)Cc1c(F)cccc1Cl,-2.3%,0.5%,-27.5%
COc1cc(NC(=O)CSc2nc(-c3ccccc3)no2)cc(OC)c1,-5.3%,-3.2%,-13.3%
N#CC(Cc1cccc(CC(C#N)(c2ccccc2)c2ccccc2)c1)(c1ccccc1)c1ccccc1,x,3.26µM*,4.11µM*
CCC(C)c1ccc(OCC(=O)Nc2ccc3c(c2)C(=O)NC3=O)cc1 (stereo not drawn),-5.0%,2.1%,u
O=C(Nc1cccnc1)C1(c2ccc(Cl)cc2)CCCC1,2.3%,u,u
CCCOc1ccc2c(=O)c(-c3cc(C(=O)OC)oc3C)c(C)oc2c1,4.3%,13µM*,18.4µM*
C[C@@H]1O[C@@H](O[C@H]2[C@H](O)[C@@H](O)[C@H](Oc3c(-c4ccc(O)c(O)c4)oc4cc(O)cc(O)c4c3=O)O[C@@H]2CO)[C@H](O)[C@H](O)[C@H]1O,6.4%,-3.6%,-14.1%
CCOc1ccc(OCC)c(NC(=O)c2c(C)nn(-c3ccccc3)c2-n2cccc2)c1,-5.1%,u,u
COC(=O)c1ccc(NC(=O)c2c(NCc3ccc(C)o3)sc3c2CCCC3)cc1,6.6%,14.6µM*,u
COc1ccc(Cl)c(CNC[C@H]2O[C@@H](n3cnc(C(N)=O)n3)[C@H](O)[C@@H]2O)c1,x,-9.7%,0.2%
O=C1N(c2ccccc2)c2ccccc2C1(O)C(F)(F)F (stereo not drawn),x,16.4%,0.9%
COCCN(C(=O)CC1CCCCC1)c1c(N)n(CC(C)C)c(=O)[nH]c1=O,-0.3%,-7.0%,0.7%
COc1ccc(C(=O)/C(C#N)=N/Nc2ccccc2[N+](=O)[O-])cc1,4.3%,2.31µM*,1.84µM*
Cc1ccc(-n2nc(C(=O)N3CCN(c4ccccc4F)CC3)c(=O)n(C)c2=O)cc1,1.8%,-9.0%,-14.2%
O=C(c1n[nH]c(=O)c2ccccc12)N1CCOCC1,-4.0%,-8.7%,-2.9%

Later entries
structure,TDP1 inh,TDP1 cell CPT,DT40 TDP1 no CPT
O=C(NCc1ccccn1)c1cc(Cl)ccc1OCc1ccccc1,-3.6%,u,u
O=C(NCC1CCCCC1)C12CN(Cc3ccccc3)CC1C(c1cccc([N+](=O)[O-])c1)=NO2 (stereo not drawn),5.3%,u,u
COc1ccc(C(C)=O)cc1COC(=O)c1c(C)noc1C,4.0%,u,14.6µM*
Cc1cc(C)cc(CC2CC(=O)N(c3ccc([N+](=O)[O-])cc3)C2=O)c1 (stereo not drawn),x,12.4%,-11.1%
CC(=O)Nc1cc2cc(NS(=O)(=O)c3ccc(C)cc3)ccc2oc1=O,x,-8.9%,-9.7%
CCn1c(=O)c(=O)[nH]c2cc(C(=O)N3CCN(Cc4ccc5c(c4)OCO5)CC3)ccc21,-3.5%,-2.4%,2.0%
CC1CCN(C(=O)COC(=O)/C=C/c2ccc([N+](=O)[O-])cc2)CC1,0.0%,6.1%,-21.2%
C/C(N)=C(/C#N)C(=O)CSc1nnc(Nc2cccc(C)c2)s1,u,u,u
Cc1cc(C)n2nc(C(=O)N3CCN(Cc4ccc5c(c4)OCO5)CC3)nc2n1,2.5%,2.7%,-14.8%
CC1(C)CC(=O)c2cc(OCC(=O)N3CCCCCC3)ccc2O1,7.1%,-25.7%,3.9%
CC(=N\Nc1ccccc1)/C(=N/O)C(=O)Nc1ccccc1,3.1%,-0.3%,-4.0%
COc1cccc(NC(=S)N(Cc2ccc(C)cc2)Cc2ccccn2)c1,4.9%,-11.2%,-29.4%
Oc1cccc(C(O)CNCc2ccc(-c3ccccc3)cc2)c1 (stereo not drawn),5.5%,18.4µM*,u

Part of the list above, as labelled records.
CCOc1ccc(Nc2nc3ccccc3n3cnnc23)cc1
  TDP1 inh: x; TDP1 cell CPT: u; DT40 TDP1 no CPT: 23.1µM*

O=C(C1CC(=O)N(C2CCCC2)C1)N1CCN(c2ccccc2)CC1 (stereo not drawn)
  TDP1 inh: 3.9%; TDP1 cell CPT: -5.6%; DT40 TDP1 no CPT: -0.1%
